Source: PubChem
GalR3 antag: GalR3 antagonists in HEK293 cells, primary screen, cell-based, fluorescence readout | Galanin receptor type 3 (Homo sapiens), O60755 | HEK293 GalR3-CNG cAMP membrane potential fluorescence; galR3 body fused to GalR1 C-terminus | inhibition, % at 3 µM | hit rate 0.44% among 360,000;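 active = inhibition above the screen-wide average plus 3 SD, cut at about 13% in these data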;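 note: forskolin and galanin both at EC90 stimulate the cells; cAMP rise reported by CNG channel membrane potential dye signal; 0% = forskolin plus galanin with DMSO and 100% = forskolin alone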
Target sequence (O60755 1-299 limits assumed): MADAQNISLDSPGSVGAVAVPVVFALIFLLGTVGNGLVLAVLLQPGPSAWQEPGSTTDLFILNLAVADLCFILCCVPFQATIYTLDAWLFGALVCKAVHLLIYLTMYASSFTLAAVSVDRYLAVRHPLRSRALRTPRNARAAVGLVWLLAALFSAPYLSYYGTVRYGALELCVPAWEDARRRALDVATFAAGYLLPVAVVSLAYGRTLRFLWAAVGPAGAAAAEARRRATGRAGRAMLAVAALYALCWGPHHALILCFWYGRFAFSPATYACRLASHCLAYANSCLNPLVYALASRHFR
* hit, by the source's call. Only part of the results is shown, so the mix of outcomes need not match the whole.

No.	GalR3 antag	Structure
1	-3	C=CCCC(=O)N1C[C@H]2CON(C)[C@H]2C[C@H]1c1cccc(Oc2ccccc2)c1
2	-8	OC(CN1CCCCC1)c1ccc(Br)cc1 (stereo not drawn)
3	-3	CC(=O)c1ccc(OCc2cn(CC(=O)c3ccc(O)cc3)nn2)c(C)c1
4	0	COc1ccc(CC(=O)Nc2cc(S(C)(=O)=O)ccc2Cl)cc1S(=O)(=O)N1CCOCC1
5	0	C[C@@]12C(=O)N(CC3CCCO3)CC(=O)N1[C@@H]1c3ccccc3OC[C@@H]1[C@@H]2c1ccccc1 (stereo partly drawn)
6	-5	COc1cccc(CNc2nc3cc(-c4cccc(C(F)(F)F)c4)sc3c(=O)n2C)c1OC
7	-7	CC(C)C1C(=O)N(Cc2cn(CCC3OCCO3)nn2)CCS(=O)(=O)N1Cc1ccc(-c2ccncc2)cc1 (stereo not drawn)
8	-7	COc1cccc(-c2cc(CNC(=O)[C@@H](Cc3ccccc3)NC(=O)[C@H]3O[C@@H](n4cnc(C(N)=O)n4)[C@H](O)[C@@H]3O)no2)c1
9	-5	CCOC(=O)c1ccc(NC(=O)C2(N3C(=O)c4ccccc4C3=O)CCCC2)cc1
10	-8	Cc1ccc(C)c(CC(=O)N2CCCC(c3cc(C(=O)Nc4ccccc4Cl)no3)C2)c1 (stereo not drawn)
11	-10	COC(=O)[C@]12C[C@H](CC(=O)NCc3cccs3)C(=O)N(CCC3=CCCCC3)C1=C[C@H](COCc1ccccc1)O[C@@H]2C
12	-9	CC1(C(=O)NCc2ccc(Cl)cc2)CCN1C(=O)Cc1ccc(Cl)cc1Cl (stereo not drawn)
13	2	Cc1ccc(S(=O)(=O)N2C3CCCCC3O[C@H]2CC(=O)c2cccs2)cc1 (stereo partly drawn)
14	-8	C[C@H](CO)N1C[C@H](C)[C@H](CN(C)C(=O)c2ccccc2)OCc2cnnn2CCCC1=O
15	-2	CC(C)NC1(C#N)CCN(Cc2ccccc2)CC1
16	-3	NC1=NC2OC(CO)C(O)C2O1 (stereo not drawn)
17	-2	CC1(C(=O)NS(=O)(=O)c2cccc(F)c2)CCN1C(=O)c1ccco1 (stereo not drawn)
18	-5	c1ccc(COc2ccc(-c3cc4nc(NCCCn5ccnc5)ccn4n3)cc2)cc1
19	-5	CCN1C[C@@H]2[C@@H]3C(=O)N(C)C(=O)[C@@H]3[C@](Cc3ccccc3)(C1=O)N2C(=O)c1ccc(C)cc1
20	-3	COc1ccc(C2CC(=O)CCN2S(=O)(=O)c2ccc(C)cc2)cc1 (stereo not drawn)
21	-6	COc1ccc(CCN2C(=O)COc3ccccc3C2C(=O)NCc2ccccc2)cc1OC (stereo not drawn)
22	-5	CC(C)C1C(=O)N(Cc2cn(Cc3ccco3)nn2)CCS(=O)(=O)N1Cc1ccc(-c2ccc(F)nc2)cc1 (stereo not drawn)
23	-3	CCNC(=S)Nc1ccc2c(c1)c(=O)n(C)n2-c1cc(C)cc(C)c1
24	-8	Fc1ccc(-c2nc3ccc(Br)cn3c2Cc2ccccc2)cc1

A different layout for some results above.
entry	molecule	GalR3 antag
19	CCN1C[C@@H]2[C@@H]3C(=O)N(C)C(=O)[C@@H]3[C@](Cc3ccccc3)(C1=O)N2C(=O)c1ccc(C)cc1	-5
20	COc1ccc(C2CC(=O)CCN2S(=O)(=O)c2ccc(C)cc2)cc1 (stereo not drawn)	-3

The list goes on.
No.	GalR3 antag	Structure
25	2	CS(=O)(=O)c1cc(N2CCOCC2)ccc1CNC[C@H]1O[C@@H](n2cnc3c(=O)[nH]c(N)nc32)[C@H](O)[C@@H]1O
26	-7	CCc1noc2cc(-c3ccccc3)n(C)c(=O)c12
27	-7	O=C1c2ccccc2S(=O)N1c1cccc(F)c1 (stereo not drawn)
28	2	CC(OC(=O)CCN1C(=O)C2CC=CCC2C1=O)C(=O)Nc1ccc(F)cc1 (stereo not drawn)
29	0	CC(=O)c1c(C)[nH]c(C(=O)OCC(=O)NC(C)c2ccccc2)c1C (stereo not drawn)
30	1	COc1cccc(-c2cnc3c(c2)C(=O)N([C@H](C)CO)C[C@@H](C)[C@H](CN(C)C(=O)Nc2ccccc2F)O3)c1
31	-1	O=C(c1cccs1)N1CCN(C(=O)c2cccs2)C1=S
32	-8	COCCNc1nc(Nc2ccccc2Cl)c2sccc2n1
33	-2	CC(C)(C)c1ccc(CC(=O)N2CCC2(C)C(=O)NCc2cccc3ccccc23)cc1 (stereo not drawn)
34	-3	CSCCC1NC(=O)C(C(C)=NNC(N)=O)=C1O (stereo not drawn)
35	-6	COC(=O)[C@@]1(Cc2ccc(F)cc2)[C@H]2c3cc(C(=O)N4CCCC4)n(CCc4ccc(OC)c(Br)c4)c3C[C@H]2CN1C(=O)c1ccccc1
36	-5	CC1(c2nc3ccccc3[nH]2)CCC(=O)N1Cc1ccc(F)cc1 (stereo not drawn)
37	-7	C[C@H](CO)N1C[C@H](C)[C@@H](CN(C)S(=O)(=O)c2ccc3ccccc3c2)OCc2cn(nn2)CCCC1=O
38	2	CC(OC(=O)c1cccc(-n2cnnn2)c1)C(=O)Nc1ccc(F)c(F)c1F (stereo not drawn)
39	-4	COC(=O)[C@H](C)N(Cc1ccc(Cl)c(Cl)c1)S(=O)(=O)CCN1CCN(c2ccccc2)CC1
40	-3	O=C1C=CC(=O)C(CNc2ccc(C(=O)OCc3ccccc3)cc2)=C1
41	3	O=C(O)CCCN1C(=O)C2C3CCC(C3)C2C1=O (stereo not drawn)
42	-4	CN(C)CCC(C(=O)c1ccccc1)c1cccnc1 (stereo not drawn)
43	2	CCOC(=O)C1=C(Nc2ccc(OC)cc2)C(N)=NC1=N
44	0	Cc1nn(-c2ccccc2)c(C)c1C(=O)OCC(O)=C(C#N)c1nc2ccccc2[nH]1
45	-6	CC(C)OC(=O)CC(=O)CC(O)c1cccc([N+](=O)[O-])c1 (stereo not drawn)
46	0	O=C(NCc1ccncc1)[C@@H]1CCCN1C(=O)[C@@H]1CCCN1C(=O)c1ccccc1
47	-3	O=C(N/N=C/c1ccc(F)cc1)c1cc(-c2ccccn2)nc2ccccc12
48	-6	COc1ccc(C=C(C(C)=O)C(=O)c2ccccc2)cc1

Grouped by structure, those above containing a Cl atom (5)
No.	GalR3 antag	Structure
4	0	COc1ccc(CC(=O)Nc2cc(S(C)(=O)=O)ccc2Cl)cc1S(=O)(=O)N1CCOCC1
10	-8	Cc1ccc(C)c(CC(=O)N2CCCC(c3cc(C(=O)Nc4ccccc4Cl)no3)C2)c1 (stereo not drawn)
12	-9	CC1(C(=O)NCc2ccc(Cl)cc2)CCN1C(=O)Cc1ccc(Cl)cc1Cl (stereo not drawn)
32	-8	COCCNc1nc(Nc2ccccc2Cl)c2sccc2n1
39	-4	COC(=O)[C@H](C)N(Cc1ccc(Cl)c(Cl)c1)S(=O)(=O)CCN1CCN(c2ccccc2)CC1

Continued:
No.	GalR3 antag	Structure
49	-3	Cc1ccc(OCC(=O)Nc2ccc(C)c(F)c2)c([N+](=O)[O-])n1
50	2	Cc1cc(=O)[nH]c(NN=Cc2cc(Br)ccc2O)n1
51	6	Nc1ncnc2c1ncn2[C@@H]1O[C@H](C(=O)N2CCCN(Cc3ccccc3F)CC2)[C@@H](O)[C@H]1O
52	-5	O=C(Cn1cc(F)c(=O)[nH]c1=O)c1ccco1
53	-4	O=C(C[C@H]1CC[C@H]2[C@@H](COC[C@@H](O)CN2Cc2cc(F)ccc2F)O1)NCc1ccc(Cl)cc1
54	-5	Cc1nccn1CC(=O)c1ccccc1
55	-6	COCCCN1C(=O)C(CC(=O)NC2CCCCC2)CC(C(=O)N2CCOCC2)=C1C (stereo not drawn)
56	-3	O=C(O)c1ccccc1NC(=O)C1CCN(S(=O)(=O)c2ccc3c(c2)OCCO3)CC1
57	-4	COc1ccc(NC(=O)c2ccccc2NC(=O)C2CCCCC2C(=O)O)cc1 (stereo not drawn)
58	-7	CSc1ccc(CNC(=O)C2(C)CCN2C(C)C)cc1 (stereo not drawn)
59	-3	CN(C)CCCNC(=O)OC1CC2CC1[C@H]1CCCCN1C2=O (stereo partly drawn)
60	-4	COC(=O)C1CC2=C(CCC2=O)N(c2ccccc2)C1=O (stereo not drawn)

Sorted by molar mass (smallest number first): some entries from above
No.	GalR3 antag	Structure
42	-4	CN(C)CCC(C(=O)c1ccccc1)c1cccnc1 (stereo not drawn)
49	-3	Cc1ccc(OCC(=O)Nc2ccc(C)c(F)c2)c([N+](=O)[O-])n1
38	2	CC(OC(=O)c1cccc(-n2cnnn2)c1)C(=O)Nc1ccc(F)c(F)c1F (stereo not drawn)

Later entries:
No.	GalR3 antag	Structure
61	-8	Cc1ccc([C@H]2C[C@@H](O)[C@H](n3cc(COC(=O)c4ccccc4)nn3)CN2C(=O)C2CCCCC2)cc1
62	0	Cc1cc(C)cc(N2C(=O)C=CC2=O)c1
63	-6	O=C(N/N=C/c1ccc(Cl)cc1)c1ccc2nc[nH]c2c1
64	-4	CC(=O)N1CCc2nc3ccccc3cc21
65	3	CC(O)CNC1c2ccccc2CC1O (stereo not drawn)
66	-2	C[C@@H]1CCCCO[C@@H](CN(C)C(=O)CCCN(C)C)[C@@H](C)CN([C@H](C)CO)C(=O)c2cc(N(C)C)ccc2O1
67	-6	Cc1ccc(NC(=O)C2(C)CCN2Cc2csc3ccccc23)cc1 (stereo not drawn)
68	-7	O=C(C1CCCCC1)N1C[C@H](n2cc(C3CC3)nn2)[C@@H](O)C[C@@H]1c1ccccc1
69	-7	CCOC(=O)CN1CCC(C2(c3cc4ccccc4[nH]3)OCCO2)CC1
70	-2	Cc1cccc(NC(=O)CN(CC2CCCO2)C(=O)c2ccc(S(C)(=O)=O)cc2)c1C (stereo not drawn)
71	-1	CC(=O)Nc1ccc(-c2ccnc3c2CC(C(=O)NCC2CCOCC2)O3)cc1 (stereo not drawn)
72	-2	COC(=O)Cc1ccc(OC2(C)CCN(Cc3ccccc3OC(F)F)C2)cc1 (stereo not drawn)
73	-3	CN(C(=O)c1ccc(NC(=O)Cc2ccc(NC(=O)C3CCN(C(=O)C4CC4)CC3)cc2)cc1)C1CCCC1
74	-5	CCOC(=O)[C@H]1[C@H]2COc3ccc(OC)cc3[C@H]2N2C(=O)CN(Cc3ccccc3)C(=O)[C@@]12C
75	-7	CC(C)CC(N)c1csc(Nc2ccc(C(=O)NCCCO)cn2)n1 (stereo not drawn)
76	-5	Cc1cn([C@H]2C[C@H](O)[C@@H](CNC(=O)[C@H](N)C3CC3)O2)c(=O)[nH]c1=O
77	-7	CCCC#Cc1cnc2c(c1)C(=O)N([C@H](C)CO)C[C@@H](C)[C@@H](CN(C)C(=O)Nc1cccc(F)c1)O2
78	-3	COc1cccc(CN2CCC(C(=O)NC(C)c3cccc4ccccc34)CC2)c1 (stereo not drawn)
79	-4	CC(C)CN1CCC(C(=O)NC(c2ccc(F)cc2)c2ccc3ccccc3n2)CC1 (stereo not drawn)
80	-6	Cc1cn(CC(=O)NCC(c2ccccc2)c2ccccc2)c(=O)[nH]c1=O
81	-5	COc1ccc(CNC(=O)C2(C)Cc3c(-c4cccc(NC(C)=O)c4)ccnc3O2)cc1OC (stereo not drawn)
82	-4	FC(F)(F)c1ccccc1CN1CCCc2nc(-c3ccc(Br)cc3)ccc21
83	-5	CCOC(=O)N1CCN(C(=O)C[C@@H]2C[C@@]3(C(=O)OCC)CCCC=C3N(CCC3=CCCCC3)C2=O)CC1
84	-4	CCOC(=O)C(C#N)(Cc1ccc2ccccc2n1)Cc1ccc2ccccc2n1
85	-6	CC(=O)Nc1cc(-c2ccc(N)cc2)cn2c(-c3cccc(C(F)(F)F)c3)cnc12
86	-7	Cn1c(=O)c2cc(NC(=O)CCc3ccccc3)ccc2n1Cc1cccc(C(F)(F)F)c1
87	-2	CC1(Oc2cnc(Cl)c3ccccc23)CCN(Cc2ccc(OC(F)(F)F)cc2)C1 (stereo not drawn)
88	-8	CC(C)NC(=O)Cn1nnc(-c2ccccc2)c1COc1ccc2ccccc2c1
89	-6	C=CCN1C(c2cccc(C(F)(F)F)c2)=CS/C1=C(\C#N)c1nnc(N2CCOCC2)n1-c1ccccc1
90	-8	O=C(NC[C@@H]1CC[C@@H](Cc2ccc(-c3ccccc3)cc2)O1)Nc1ccc(Br)cc1
91	-4	O=C(CC[C@H]1O[C@@H](n2cnc3c(NC(=O)c4ccccc4)ncnc32)[C@H](O)[C@@H]1O)NCc1ccc2c(c1)OCO2
92	-6	CCCCOc1ccccc1-c1ccccc1CN1[C@@H](C(C)C)COCCS1(=O)=O
93	-2	COc1cccc(-c2cnc3c(NC(C)=O)cc(-c4ccc(S(C)(=O)=O)cc4)cn23)c1
94	-5	O=C(O)c1cccc(NC(=O)c2ccccc2)c1
95	-4	CCOc1ccc(C2OCCC(C)O2)cc1OC (stereo not drawn)
96	-7	Nc1ncnc2c1ccn2[C@H]1CN(Cc2ccc3c(c2)OCO3)C[C@@H](CO)O1

Results in sequence from the entries so far.
Nos. 85–96 in GalR3 antag read -6, -7, -2, -8, -6, -8, -4, -6, -2, -5, -4, -7

Remaining list, next part.
No.	GalR3 antag	Structure
97	-8	C[C@H]1CN([C@@H](C)CO)S(=O)(=O)c2ccc(Br)cc2O[C@@H]1CN(C)Cc1cccc(F)c1
98	-5	COc1ccc(C(=Cc2cc(OC)c(OC)cc2[N+](=O)[O-])C(=O)O)cc1
99	-7	C=C(C)Cn1c2ccc(NC(=O)NCCc3ccccc3)cc2c(=O)n1C
100	-7	CCCC(=O)N1CCC1(C)C(=O)NCc1ccccc1SC (stereo not drawn)
101	-4	C/C=C/c1cccc(-c2nc(C(=O)NC3CCC3)cc3c2[C@@H](CCO)N(S(=O)C(C)(C)C)C3)c1 (stereo partly drawn)
102	-5	O=C(NC1CCCCC1)c1nc(C2CCNCC2)oc1-c1ccccc1
103	-4	CC(C)n1nnnc1C1c2ccccc2C(=O)N1C1CC1 (stereo not drawn)
104	-9	CCc1nc2ccc(C(=O)NCCOc3ccc(OC)cc3)cn2c1N(CC)CCN(C)C
105	-4	CN1CC(COCc2ccccc2)Oc2ccccc2S1(=O)=O (stereo not drawn)
106	-2	CC1(C(=O)N2Cc3ccccc3C2)CCN1C(=O)Cc1ccccc1 (stereo not drawn)
107	-4	COc1ccccc1-c1csc(C(O)(c2ccccc2)C(F)(F)F)n1 (stereo not drawn)
108	-5	CCOC(=O)c1ccccc1OC(=O)NNc1ccccc1
109	-7	CCCCCC(=O)N1C[C@H](O)[C@@H](n2cc(C3CC3)nn2)C[C@@H]1c1ccc(C)cc1
